# Assay outcomes as filed in PubChem BioAssay.
# PglD inh: C. jejuni PglD acetyltransferase inhibitors, primary screen, biochemical, DTNB colorimetric, single point; inhibition, % at 12.5 µM; purified PglD enzyme, DTNB colorimetric CoA detection; UDP-N-acetylbacillosamine N-acetyltransferase PglD (Campylobacter jejuni); 360,000 tested, 0.098% active; in the data active = inhibition above about 16%, passing the limit was not always enough; also: strong numbers were not always called active
# PGC1a acetyl inh: inhibitors of PGC1a acetylation signal, primary screen, cell-based, U2OS, AlphaScreen, inhibitor mode; AlphaScreen anti-acetyl-lysine; with virally co-expressed GCN5 acetyltransferase; inhibition, % at 15.6 µM; 350,000 tested, 0.17% active;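 active = every replicate shows inhibition of at least 40%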;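 also: 0% = neutral control wells and 100% = positive control wells; some results beyond the cut were filed as inactive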
# miR-122 sensor: miR-122 Renilla sensor signal increase in Huh7, primary screen, miR-122 inhibitor project, cell-based, single point, plate reader; Huh7 miR-122 Renilla luciferase sensor, 48 h; neutral wells = 0, positive control = 100; activation (reporter increase), % at 12.5 µM; 340,000 tested, 0.3% active; AID 602342, 2012;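 active = mean replicate activation score at least 90 and every replicate individually at or above 90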;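 also: higher luciferase means less miR-122 activity so hits act as miR-122 inhibitors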
# CFTR F508del cor: F508del CFTR correction, initial screen, CFBE line, single point | CFBE cells, YFP halide quenching; stimulated with forskolin plus potentiator P3; % fluorescence drop versus neutral controls | activity (quench increase), % at 7.58 µM | 350,000 tested, 0.36% active;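 active = mean added fluorescence quench of at least 8% versus neutral control, with both replicates also reaching 8%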;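 also: cells transiently co-express mutant CFTR-F508del with the halide-sensitive YFP; corrector assay measuring rescue of mutant channel to the surface after 24 h compound exposure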
# FN deposit inh: inhibitors of fibronectin matrix deposition, primary screen, AH1F cells, Alexa488-fibronectin fluorescence, plate reader; AH1F fibroblasts, overnight; inhibition, % at 12.6 µM; 350,000 tested, 0.086% active; AID 743247, 2014;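 active = mean inhibition across replicates of 30% or more, regardless of how many single replicates reach that level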;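 also: positive control wells lacked labelled fibronectin entirely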
#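 Material – AH1F fibroblast monolayer, labelled fibronectin deposition · Reagent – labelled fibronectin 24 nM · Timing – 1 h adhesion, overnight exposure · Measured by – fluorescence at 485 nm excitation, 525 nm emission · Read-out – inhibition of fibronectin deposition signal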
# INS-1E GSIS act: GLuc luminescence reporter in INS-1E cells, primary screen for activators of glucose-dependent secretion of insulin; INS-1E GLuc reporter insulin secretion, 2-3 h; activation, % at 16.6 µM; 370,000 tested, 0.61% active;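 active = lowest replicate activation of at least 40%, so every replicate reaches that level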;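 also: 0% = median of neutral control wells and 100% = median of IBMX positive control wells; some compounds called inactive have numbers as strong as hits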
# C2C12 statin: suppressors of statin myotoxicity in C2C12 myotubes, primary screen, cell-based, single point, plate reader; C2C12 myotubes + simvastatin, ATP luminescence, 48 h; scaled: DMSO 0, geranylgeraniol control 100; rescue of ATP level, % at 7.49 µM; AID 602340, 2012; 330,000 tested, 0.78% active;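 active = mean ATP rescue above about 67%, or every replicate alone reaching that limit, limit read from the data, passing the limit was not always enough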;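 also: myotubes were challenged with 10 µM simvastatin during compound exposure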
# Cneo AK release: Cryptococcus neoformans cell lysis inducers, primary screen, AK release luminescence, single concentration. AID 651654, 2012. lysis activity, % at 15 µM. 360,000 tested, 0.2% active. C. neoformans lysis, adenylate kinase release luminescence, 4 h; normalised: neutral wells 0, clomiphene wells 100;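 active = mean lysis activity across replicates of at least 80%, whatever share of replicates individually reach that level; inactive = mean lysis activity below 80%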
#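 Material: C. neoformans cells | Amount: Yeast cell density of 5 × 10^6 cells/mL | Medium: Fresh YPD growth medium | Dosing: Single dose | Times: Static 4 h at 37 °C with compound, 1 h detection | Detection: AK luminescence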
# An asterisk follows results filed as active; · = not tested or not shown; [ ] = dose if it differs, or a comment.
No.	compound	PglD inh	PGC1a acetyl inh	miR-122 sensor	CFTR F508del cor	FN deposit inh	INS-1E GSIS act	C2C12 statin	Cneo AK release
1	CC(=O)NC1CC2CCCC(C1)N2CC(=O)Nc1ccccc1 (stereo not drawn)	-9	·	-2	·	·	19	·	1
2	C[C@@H]1CN([C@H](C)CO)C(=O)c2cc(NC(=O)NC3CCCCC3)ccc2O[C@H]1CN(C)Cc1ccncc1	2	0	-4[16.7 µM]	1.5	4	-6	11	61
3	Cc1ccc(S(=O)(=O)N2CCC(C(=O)OCC(=O)N(Cc3ccccc3)C(C)(C)C)CC2)cc1C	-3	·	·	0.0	-5	-12	·	-1
4	CCCNC(=O)Cn1c(=O)n(CC(=O)N2CCCCC2)c(=O)c2sccc21	·	2	-3	-0.6	-2	5	3	·
5	O=Cc1cn(CCC(=O)O)nc1-c1cccc(Cl)c1	·	0	·	-1.9	8	12	·	·
6	COc1ccc(N2CCN(C(=O)COC(=O)Cc3ccc(F)cc3)CC2)cc1	-3	-6	1	-1.5	3	-7	8	-2
7	C[C@@H]1CN([C@H](C)CO)C(=O)c2cc(Br)cnc2O[C@@H]1CN(C)C(=O)c1cccnc1	-1	5	-4[16.7 µM]	1.6	-4	32	·	-3
8	CN(C)S(=O)(=O)c1ccc(C(=O)OCCN=C2NS(=O)(=O)c3ccccc32)cc1	1	14	0	3.1	3	-1	-3	0
9	O=C(C1CC1)N1C[C@H]2[C@@H](c3ccccc31)[C@@H](CO)N2C(=O)c1ccccc1F	1	-3	17[16.7 µM]	-1.7	-2	-7	4	2
10	C[C@H](CO)N1C[C@H](C)[C@@H](CN(C)C(=O)NC2CCCCC2)Oc2ccc(NC(=O)C3CC3)cc2CC1=O	3	10	1[16.7 µM]	-1.3	·	-2	-32	54

# 3 records drawn at random from the list so far:
No.	compound	PglD inh	PGC1a acetyl inh	miR-122 sensor	CFTR F508del cor	FN deposit inh	INS-1E GSIS act	C2C12 statin	Cneo AK release
10	C[C@H](CO)N1C[C@H](C)[C@@H](CN(C)C(=O)NC2CCCCC2)Oc2ccc(NC(=O)C3CC3)cc2CC1=O	3	10	1[16.7 µM]	-1.3	·	-2	-32	54
1	CC(=O)NC1CC2CCCC(C1)N2CC(=O)Nc1ccccc1 (stereo not drawn)	-9	·	-2	·	·	19	·	1
9	O=C(C1CC1)N1C[C@H]2[C@@H](c3ccccc31)[C@@H](CO)N2C(=O)c1ccccc1F	1	-3	17[16.7 µM]	-1.7	-2	-7	4	2

# Next section.
No.	compound	PglD inh	PGC1a acetyl inh	miR-122 sensor	CFTR F508del cor	FN deposit inh	INS-1E GSIS act	C2C12 statin	Cneo AK release
11	CC1CC(NC(=S)N(C)C)CC(C)(C)C1 (stereo not drawn)	·	-1	5	2.7	-3	11	-2	1
12	Cc1ccccc1-c1nc(C#N)c(N2CCCCC2)o1	1	-1	-14	-2.0	1	8	-7	2
13	COc1ccc(/C=C2/SC(=O)N(CCC(=O)Nc3ccccc3)C2=O)cc1OC	1	·	-12	0.7	1	-4	-3	0
14	Nc1nnc(SCC(=O)NC2CCCC2)s1	1	0	-4	-0.1	4	5	8	0
15	Cc1noc(C)c1S(=O)(=O)Nc1ccc2c(c1)C(=O)N([C@H](C)CO)C[C@@H](C)[C@H](CN(C)C)O2	1	-3	-6[16.7 µM]	0.8	-5	16	-10	-2
16	CCCNC(=O)N[C@H]1CC[C@@H](CC(=O)NCCc2ccccc2)O[C@@H]1CO	3	5	-7[16.7 µM]	-1.7	-3	11	16	1
17	O=[N+]([O-])c1ccc(-c2nc(-c3ccncc3)no2)cc1	6	-2	·	-1.9	-2	2	·	0
18	COCCN(Cc1nc2ccccc2c(=O)[nH]1)C(=O)COc1c(C)cc(Cl)cc1C	-7	3	-6	0.3	-2	-12	-17	-2
19	Cc1ccc(S(=O)(=O)N2CN(Cc3ccco3)c3nc4ccccc4nc32)cc1	-3	-7	5	·	·	·	25	2
20	Cc1ccc(S(=O)(=O)Nc2ccc3c(c2)C(=O)N([C@H](C)CO)C[C@@H](C)[C@@H](CN(C)Cc2ccncc2)OCCCC[C@H](C)O3)cc1	9	-7	-2[16.7 µM]	-2.7	-1	-25	·	-3
21	N#CCCn1cc(C(=O)N2CCCCC2)c(-c2cccc([N+](=O)[O-])c2)n1	-4	1	3	-1.8	3	13	1	0
22	COCCNC(=O)/C(C#N)=C1\N=C(NC(=O)c2cccs2)c2ccccc21	-1	4	-1	2.2	-2	13	23	1
23	COc1ccc(C(=O)COc2ccc(NC(C)=O)cc2)cc1	0	2	4	·	-8	-2	2	-1
24	N#CC1(C#N)C(C(=O)C23CC4CC(CC(C4)C2)C3)C12CCOCC2 (stereo not drawn)	·	6	·	-1.6	3	23	·	·
25	Cc1ccc(S(=O)(=O)N/N=C\c2ccc(Cl)c([N+](=O)[O-])c2)cc1	-5	-5	6	-3.4	·	-12	26	-2
26	Cc1ccc(NC(=O)C2COc3ccccc3O2)c(C)c1 (stereo not drawn)	3	32	12	0.0	4	3	12	-3
27	C[C@@H]1CN([C@@H](C)CO)C(=O)c2cc(C#CC3(O)CCCC3)cnc2O[C@H]1CN(C)Cc1ccccc1	-14	0	0[16.7 µM]	-0.3	·	1	2	5
28	CC1(OC(=O)C2CCCC2)C(=O)C=C2C=C(c3ccsc3)N(C3CC3)C=C2C1=O (stereo not drawn)	0	·	·	-0.3	-2	·	14	-6
29	COc1ccc(Nc2cc(C(=O)NCCCN3CCN(C)CC3)c3ccccc3n2)cc1OC	-2	-2	2	·	-4	·	·	-16
30	O=C([C@@H]1[C@@H](CO)[C@@H]2Cn3c(ccc(-c4cccnc4)c3=O)[C@H]1N2CC1CC1)N1CCCCC1	3	·	·	·	·	1	-16	-1
31	Cc1ccc(CNC(=O)C(c2ccccc2)c2ccccc2)cc1	1	·	·	0.0	1	-6	1	0
32	NC1=NC(=O)C(Cc2ccc(Br)cc2)S1 (stereo not drawn)	-4	7	-5	-1.3	19	0	8	1
33	O=C1OCC/C1=C\c1ccccc1	3	·	-2	·	-6	10	4	2
34	CCN(CC)S(=O)(=O)c1ccc(N2CC(C(=O)NCc3cccnc3)CC2=O)cc1 (stereo not drawn)	1	·	·	-0.5	1	18	45	2
35	Cc1cc(C)cc(N=C(NO)c2cccc([N+](=O)[O-])c2)c1	-9	-1	0	·	·	·	12	4
36	Cc1cc(F)ccc1S(=O)(=O)N1CCCOC1CNC(=O)C(=O)NCCc1ccco1 (stereo not drawn)	-6	·	-19	0.4	1	-4	49	-1
37	CCCNC(=O)N1[C@H](CO)[C@H]2c3ccccc3N(C)C[C@H]21	0	3	-8[16.7 µM]	-0.9	·	4	16	-4
38	O=C(O)CC1c2ccccc2CCN1S(=O)(=O)c1cccs1 (stereo not drawn)	8	-19	-1	-2.7	6	·	5	2
39	CC(NC(=O)C1CCCN1S(=O)(=O)c1ccccc1)c1ccccc1 (stereo not drawn)	5	·	1	0.8	2	35	4	0
40	COc1cc(COCC(O)CN2CCOCC2)cc(OC)c1OC (stereo not drawn)	0	-3	-11	·	·	·	5	2
41	O=C(c1cnccn1)N(c1ccccc1)C1(C(=O)NC2CCCC2)CCCCC1	6	6	-26	·	·	·	7	-1
42	COc1ccccc1C#Cc1cnc2c(c1)C(=O)N([C@@H](C)CO)C[C@H](C)[C@@H](CN(C)C(=O)c1ccc3c(c1)OCO3)O2	-6	-5	-21[16.7 µM]	-9.3	-15	-39	-9	0
43	COc1ccc(CCCNC(=O)C2CCC(=O)N(Cc3ccccc3F)C2)cc1 (stereo not drawn)	-3	-2	1	-2.8	-13	-7	-10	0
44	Cc1ccc(CN2CC(N3CCN(c4ccccn4)CC3)CS2(=O)=O)cc1 (stereo not drawn)	-2	-2	2	-1.3	3	5	-2	2
45	CCCCCCc1nc(C(N)=O)c2[nH]c(=O)n(-c3ccc(OC)cc3OC)c2n1	-3	-8	-6	2.3	-9	-1	18	-2
46	Cc1ccc(C)c(-c2nnc(NC(=O)COc3ccccc3)o2)c1	-1	1	-4	3.2	0	19	9	0
47	O=C(O)c1cccc(-c2csc(C(O)c3cccc(Cl)c3)n2)c1 (stereo not drawn)	-7	4	-3	0.8	-8	11	0	1
48	Cc1nn(-c2ccccc2)c(N2CCCC2)c1/C=N/NC(=O)c1cccc(S(=O)(=O)Nc2ccc(Cl)cc2)c1	-5	5	30	7.0	1	9	4	-2
49	C[C@H](O)C#Cc1ccc2c(c1)O[C@H](CN(C)C(=O)C1CC1)[C@H](C)CN([C@@H](C)CO)S2(=O)=O	-1	-3	-2[16.7 µM]	-1.2	-10	15	-8	75
50	O=C(CN1CCN(Cc2ccc(Cl)cc2)C1=O)NCCN1CCCC1	-2	3	-6	2.3	5	4	-3	0

# Overlap with the part before: two entries, then new ones.
No.	compound	PglD inh	PGC1a acetyl inh	miR-122 sensor	CFTR F508del cor	FN deposit inh	INS-1E GSIS act	C2C12 statin	Cneo AK release
49	C[C@H](O)C#Cc1ccc2c(c1)O[C@H](CN(C)C(=O)C1CC1)[C@H](C)CN([C@@H](C)CO)S2(=O)=O	-1	-3	-2[16.7 µM]	-1.2	-10	15	-8	75
50	O=C(CN1CCN(Cc2ccc(Cl)cc2)C1=O)NCCN1CCCC1	-2	3	-6	2.3	5	4	-3	0
51	O=C(CSc1ccc(-c2ccc(F)cc2)nn1)NCC1CCCO1 (stereo not drawn)	1	0	·	·	-8	-8	·	2
52	CN1[C@@H]2CC[C@H]1CC(OC(=O)C(O)c1ccccc1)C2 (stereo partly drawn)	-3	1	-2	-4.8	2	·	13	2
53	CO[C@@H]1CN(C)C(=O)c2cc(NC(C)=O)ccc2OC[C@H](C)N(C(=O)c2ccccn2)C[C@H]1C	1	10	7[16.7 µM]	2.5	3	1	2	3
54	CCC(C)(C)NC(=O)C(c1ccc(OC)cc1)N(C(=O)CCC(=O)Nc1cc(C)on1)c1ccccc1F (stereo not drawn)	-6	·	7	2.9	-5	-25	18	7
55	O=S(=O)(c1ccccc1)N(Cc1ccccn1)Cc1ccccn1	-2	2	4	3.9	0	11	-1	0
56	CN(Cc1nc2c(s1)CCCC2)C(=O)CCc1nnc(-c2ccccc2)o1	·	-12	-4	-0.3	1	4	·	·
57	O=P(NC1CCCCC1)(c1ccccc1)c1ccccc1	5	-5	1	0.1	4	16	3	0
58	CCCCn1c(N)c(N(CCC(C)C)C(=O)COC(=O)c2sccc2C)c(=O)[nH]c1=O	2	·	-2	3.0	5	-3	11	-1
59	COc1cc(-c2nc3n(n2)C(c2cccc(OC)c2OC)C2=C(CCCC2=O)N3)cc(OC)c1OC (stereo not drawn)	-1	-10	15	·	1	·	-1	1
60	C[C@@H]1CCCCO[C@H](CN(C)C(=O)Nc2ccc3c(c2)OCO3)[C@@H](C)CN([C@@H](C)CO)C(=O)c2cc(NC(=O)CCCN(C)C)ccc2O1	-1	-10	5[16.7 µM]	-1.2	·	25	·	0
61	CC(C)C1CC2=C(C(=O)OC(C)(C)O2)C(c2ccc(F)cc2)O1 (stereo not drawn)	-4	-23	0	-0.9	-7	9	6	0
62	C=Cn1cc[n+](CC(=O)c2ccc(-c3ccccc3)cc2)c1	-2	-8	-4	2.3	2	-14	-73	1
63	COc1ccc(N2CCN(Cc3csc(C)c3-c3ccc(C)cc3)CC2)cc1	-1	10	1	·	2	-4	-6	-7
64	COC(C[C@@H](O)C[C@H](O)[C@H](C)OCc1ccccc1)OC	3	·	·	0.8	-6	·	-3	3
